Lipid storage S3 = qHTS Assay for Lipid Storage Modulators in Drosophila S3 Cells. AID 2685. Drosophila S3 cells, BODIPY lipid droplet fluorescence, 18-24 h; cells fed with added oleic acid. hit rate 0.64% among 320,000. Potency in µM for hits, for the others lipid storage change, negative = inhibition, % at the top dose, mostly 46.1 µM; active = well fitted inhibition curve with a large enough effect in the signal ratio, with a control signal flat, not every such curve was filed as active; inconclusive = small, poorly fitted or top-dose-only effect, or effect the other way, or a change in a side signal; the % refers to the signal ratio
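Drosophila S3 cells got compounds at several concentrations plus oleic acid (400 uM solution). Laser-scanning cytometry with 488 nm excitation read lipid droplets at 500-530 nm and cells at 575-640 nm. Percent activity was relative to 20 uM Triacsin C.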
Lipid storage S3 cell count max = recorded beside Lipid storage S3, whose call it bears; cell number change, %; measured here: cell count max response;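 cells counted by Cell Tracker Red CMTPX staining in the red channel; peak over a dose series mostly up to 46.1 µM; percent activity relative to internal control wells on each plate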
The depositor's hits bear a star; i = inactive; ? = inconclusive; / = not tested or not shown. % is scaled to controls: 0 for no effect and ±100 for the full control effect; potency is read from the fitted curve at half-maximal effect. Not all compounds are listed (hit frequency here may not be typical).

The line under a structure holds: Lipid storage S3 | Lipid storage S3 cell count max
> C[C@]12CCC(=O)C=C1CC[C@@H]1[C@@H]2CC[C@@]2(C)[C@H]1CC[C@@]21CCC(=O)O1
  10.3% | 10.0
> Cc1ccc(CN2CCSc3ccc(C(=O)NCc4ccccn4)cc32)cc1
  -3.3% | 4.1
> CC(=O)c1ccc(S(=O)(=O)NC2CC2)cc1
  ? | /
> CCN(CC)S(=O)(=O)c1ccc2c(c1)nc(CCC(=O)O)n2CC
  -16.3% | -23.5
> O=C(COc1ccccc1Cl)NNC(=O)c1ccc2nc[nH]c2c1
  ? | /
> COc1ccc(OC)c(C2C(C#N)=C(N)N(N(C)C)C3=C2C(=O)CCC3)c1 (stereo not given)
  6.8% | 7.9
> Oc1cccc(/C=N/Nc2ncnc3c2ncn3Cc2ccccc2)c1
  ? | /
> CC(C)Sc1cc(N2CCOCC2)nc(-c2ccccc2)n1
  ? | /
> CCCOc1ccccc1C(=O)N1CCNC(=O)C1CC(=O)OC(C)C (stereo not given)
  ? | /
> CCC(=O)N1CCN(CCN=CC2=C(O)CC(c3cccs3)CC2=O)CC1 (stereo not given)
  ? | /
> CCC(C)c1ccc(NC(=O)CSc2nncn2N)cc1 (stereo not given)
  i | /
> O=C(Nc1ccccn1)c1ccc(Br)c(S(=O)(=O)N2CCCC2)c1
  i | -21.3
> Cc1ccc(-n2nnc3c(=O)n(CC(=O)c4ccccc4)cnc32)cc1
  ? | /
> Cn1c(SCC(=O)NCCNC(=O)CSc2nnc(C(F)(F)F)n2C)nnc1C(F)(F)F
  -0.4% | 0.4
> COc1ccc(CCc2nc(C)ccc2O)cc1
  ? | /
> Cc1ccccc1C(=O)Nc1ccccc1C(=O)N1CCC(C)CC1
  ? | /
> COc1ccc(-c2nc(CS(=O)CC(=O)NC(C)CCc3ccccc3)c(C)o2)cc1OC (stereo not given)
  28.0% | -6.5
> CCC1Oc2ccccc2N(CC(=O)NCCN2C(C)CCCC2C)C1=O (stereo not given)
  17.9% | -0.3
> CN(c1ccccc1C(=O)Nc1cccc([N+](=O)[O-])c1)S(=O)(=O)c1ccccc1
  -9.8% | -3.7
> O=C(Nc1ncc2c(n1)CC(c1ccco1)CC2=O)c1ccccc1 (stereo not given)
  ? | /

The line under a structure holds: Lipid storage S3 | Lipid storage S3 cell count max
> CCCCCSc1nc2c(cnn2-c2ccc(F)cc2)c(=O)[nH]1
  3.5% | /
> COc1cc(/C=N/NC(=O)c2ccc(N(C)S(=O)(=O)c3ccccc3)cc2)cc(OC)c1OC
  ? | /
> CCOC(=O)c1[nH]c(C)c(C(=O)OCC)c1C
  ? | /
> Cc1ccc(-c2csnn2)cc1
  -3.9% | 4.2
> N=C1CCCN1CC(=O)c1ccc(Br)cc1
  4.6% | 1.6
> OCCC1CN(Cc2c(F)cccc2Cl)CCN1C1CCCC1 (stereo not given)
  -1.7% | /
> Cc1ccc2cc3cc(C(=O)NCCCN4CCCC4=O)oc3nc2c1
  i | /
> COc1ccccc1-n1c(-c2ccccc2)c[nH]c1=S
  -0.3% | 8.9
> CC(=O)Nc1ccc(NC2=C/C(=N/S(=O)(=O)c3cccs3)c3ccccc3C2=O)cc1
  ? | /
> CCOC(=O)c1cnc2c(F)ccc(F)c2c1Sc1ccccc1
  ? | /
> O=C(Nc1ccccn1)Nc1cccs1
  ? | /
> CC1Cc2cc(/C(O)=C3/C(=O)C(=O)N(CCCn4ccnc4)C3c3ccco3)ccc2O1 (stereo not given)
  ? | /
> C=CCNC(=S)NNC(=O)C(CCCC)CC(C)(C)O (stereo not given)
  2.0% | -1.6
> Cc1cc(C)c(S(=O)(=O)N2CCC(C(=O)NCc3ccc(Cl)cc3Cl)CC2)c(C)c1
  -7.0% | 1.9
> CCOCCCN(C(=O)CCC(=O)Nc1cc(C)on1)C(C(=O)NC(C)(C)CC)c1cccc(OC)c1OC (stereo not given)
  ? | /
> CN1CCN(S(=O)(=O)c2ccc(N3CCN(c4ccccc4Cl)CC3)nc2)CC1
  ? | /
> CCCNC(=O)c1ccc(COc2cccc3ccccc23)o1
  ? | /
> CC(C)NC(=O)CSc1nnc(-c2ccncc2)n1-c1ccccc1
  i | 24.8
> O=C(CSCSCC(=O)Nc1ccc2c(c1)OCO2)Nc1ccc2c(c1)OCO2
  ? | /
> CCC(C)NC(=O)CN(c1cc(Cl)cc(Cl)c1)S(C)(=O)=O (stereo not given)
  -3.2% | 5.7

The line under a structure holds: Lipid storage S3 | Lipid storage S3 cell count max
> Cc1ccc(S(=O)(=O)N2CCN(C(=O)COC(=O)C3CC3C)CC2)c(C)c1 (stereo not given)
  ? | /
> O=C(Nc1ccccc1C(F)(F)F)Nc1cccc2ccccc12
  23.6% | 5.3
> CCN(CC)C(=S)Nc1ccc2nc3n(c(=O)c2c1)CCCCC3
  i | /
> Cc1ccc(CNC(=O)CCSCc2ccccc2C)cc1
  -0.6% | 9.2
> CCCCOc1nc2ccccc2nc1C(C#N)C(=O)NC1CCCCC1 (stereo not given)
  ? | /
> CCOc1ccccc1NC(=O)CN1C(=O)C(C)SC(C)C1=O (stereo not given)
  ? | /
> Cc1ccc(S(=O)(=O)NCCC(=O)Nc2ccc3c(c2)OCO3)cc1
  ? | /
> Cc1ccc(S(=O)(=O)NCC(=O)N(CC(=O)NCC2CCCO2)Cc2ccc(Cl)cc2)cc1 (stereo not given)
  i | -3.0
> Cc1noc(C)c1C(=O)OCC(=O)Nc1ccc(C(N)=O)cc1
  ? | /
> Cc1ccc(S(=O)(=O)N2CCOCC2)cc1NC(=O)CSc1nnnn1C1CCCC1
  ? | /
> OC(COc1cccc2ccccc12)CN1CCCC1 (stereo not given)
  ? | /
> Cc1n[nH]c(C)c1CCC(=O)N/N=C/c1cccc([N+](=O)[O-])c1
  ? | /
> Oc1ccc(C2C(c3ccccc3)=NN=C(c3ccccc3F)N2O)c(O)c1 (stereo not given)
  3.4% | 14.5
> Cc1ccc(C(=O)NC(C(=O)NC2CCCC2)c2ccccc2)cc1 (stereo not given)
  ? | /
> CCC1(C)Cc2ccccc2-c2nc(-c3ccccc3)oc(=O)c21 (stereo not given)
  ? | /
> O=C(COC(=O)c1n[nH]c2ccccc12)Nc1ccc([N+](=O)[O-])cc1
  ? | /
> CCOCCCNC(=O)N[C@@H](Cc1ccccc1)C(=O)OC
  ? | /
> CCCOc1ccc(C(C)=O)cc1CN1CCOCC1
  4.0% | 1.3
> CCOC(=O)C1(S(=O)(=O)c2ccccc2)CCN(Cc2ccccc2)CC1
  ? | /
> COc1ccc(NC(=S)N2CCN(Cc3ccccc3)CC2)cc1
  1.5% | 18.8

The line under a structure holds: Lipid storage S3 | Lipid storage S3 cell count max
> CCOc1c(C)cnc2c1c(=O)n(Cc1c(F)cccc1Cl)c(=O)n2C
  ? | /
> O=C(CNC(=S)N(Cc1ccccc1)Cc1ccccc1F)NCc1ccc(Cl)cc1
  ? | /
> Cn1c(=O)c2c(ncn2CC(=O)N2CCN(c3ccccc3F)CC2)n(C)c1=O
  9.7% | 1.0
> Cc1cccc(NC(=O)CSc2cn[nH]n2)c1
  i | 3.3
> O=C(CCC1CCCC1)NCc1ccccn1
  ? | /
> O=C(OCC(=O)N1CCCc2ccccc21)c1ccc(C(F)(F)F)cc1
  ? | /
> CCOc1ccc2nc(SCC(=O)Nc3cc4c(cc3C(C)=O)OCO4)[nH]c2c1
  ? | /
> N/C(=N\OC(=O)Cc1ccccc1[N+](=O)[O-])c1ccc(Br)cc1
  6.3% | 19.5
> Cc1ccc(CN2CC(C(=O)N3CC=C(c4ccccc4)CC3)CC2=O)cc1 (stereo not given)
  i | 1.0
> COc1ccc(NC(=O)N2CCc3cc(OC)c(OC)cc3C2)cc1
  -12.3% | 14.0
> CCC(Cc1ccccc1)NS(=O)(=O)c1ccc2c(c1)NC(=O)CS2 (stereo not given)
  ? | /
> O=C(Nc1cccc(-n2cccn2)c1)C1CCCN(Cc2ccccc2F)C1 (stereo not given)
  -23.6% | -7.4
> CCNc1nc(NC(C)C)nc(N(n2cnnc2)S(=O)(=O)c2ccc(C)cc2)n1
  ? | /
> COc1cccc2sc3ccc(C#Cc4ccc(N)cc4)cc3c(=O)c12
  ? | /
> Cc1cc(C(=O)Nc2ccc3c(c2)OCCO3)c(C)o1
  ? | /
> CCC1(CC)Cc2ccccc2C2=C(C(=O)N3CCCCC3)C(=O)C(=O)N21
  ? | /
> COc1ccc(/C=C(\NC(=O)c2ccco2)C(=O)NCCc2nc3ccccc3[nH]2)cc1
  ? | /
> Brc1ccccc1Cn1c(-c2cncs2)nc2ccccc21
  ? | /
> CCOC(=O)C(NC(=O)c1ccccc1Cl)(Nc1sc2c(c1C(N)=O)CCC2)C(F)(F)F (stereo not given)
  ? | /
> Cc1c(Br)c(-c2n[nH]c(=S)n2Cc2ccco2)nn1C
  19.1% | 17.1

One compound at a time, as listed above.
`CCNc1nc(NC(C)C)nc(N(n2cnnc2)S(=O)(=O)c2ccc(C)cc2)n1` as listed: Lipid storage S3: ?; Lipid storage S3 cell count max: /
`Cc1cc(C(=O)Nc2ccc3c(c2)OCCO3)c(C)o1` as listed: Lipid storage S3: ?; Lipid storage S3 cell count max: /

Laid out differently: entries from further up.
structure | Lipid storage S3 | Lipid storage S3 cell count max
CCOc1ccccc1NC(=O)CN1C(=O)C(C)SC(C)C1=O (stereo not given) | ? | /
Cc1ccc(S(=O)(=O)NCCC(=O)Nc2ccc3c(c2)OCO3)cc1 | ? | /

Back to the main list, repeating the 3 entries before the break.
The line under a structure holds: Lipid storage S3 | Lipid storage S3 cell count max
> Brc1ccccc1Cn1c(-c2cncs2)nc2ccccc21
  ? | /
> CCOC(=O)C(NC(=O)c1ccccc1Cl)(Nc1sc2c(c1C(N)=O)CCC2)C(F)(F)F (stereo not given)
  ? | /
> Cc1c(Br)c(-c2n[nH]c(=S)n2Cc2ccco2)nn1C
  19.1% | 17.1
> O=C(NCCCO)c1ccc(CSc2nc3ccccc3c(=O)[nH]2)cc1
  ? | /
> CCOC(=O)C(C)/C(C)=N/NC(=O)c1cc2ccccc2cc1O (stereo not given)
  0.5% | -10.0
> O=c1cc(NCc2ccccc2)nc2ccccn12
  ? | /
> Nc1ccc(N2CCCCC2)cc1N1CCCCC1
  ? | /
> COC(=O)c1ccc(-c2ccc([C@H]3[C@H]4C=CC[C@@H](C)[C@@H]4C(=O)N3Cc3ccccc3)c(F)c2)cc1
  ? | /
> O=C(CNC(=O)c1ccc(Cl)cc1Cl)OCCOc1ccccc1
  -5.2% | -8.4
> CCCSc1ccc([C@H]2N[C@@](C)(C(=O)OC)[C@H]3C(=O)N(C)C(=O)[C@@H]23)cc1
  ? | /
> O=C(O)C1C2C=CC(C2)C1C(=O)NCCCn1ccnc1 (stereo not given)
  ? | /
> COc1ccccc1Nc1ccc([N+](=O)[O-])cc1N
  ? | /
> O=C(O)C1C2CCC(C2)C1C(=O)N1CCCC1 (stereo not given)
  ? | /
> O=C(O)C1CCCCC1C(=O)N1CCN(S(=O)(=O)c2ccc(F)cc2)CC1 (stereo not given)
  ? | /
> Cc1nc2scc(C)n2c(=O)c1S(=O)(=O)NCC1CCN(Cc2ccc(Cl)cc2)CC1
  i | 12.2
> COc1ccc(NC(=O)CCn2c(=O)c3cccn3c3ccccc32)c(OC)c1
  ? | /
> Cc1ccc(NC(=O)Cn2cnc3c(=O)n(C)c(=O)n(C)c32)c(C)c1
  ? | /
> CCc1ccc(CNCCNCC(C)O)cc1 (stereo not given)
  4.1% | -4.5
> COc1ccc(S(=O)(=O)N2c3cc(Cl)ccc3Oc3nc4ccccc4nc32)cc1
  8.0% | 0.4
> OCCCc1cn(CC2CCCCC2)nn1
  -9.2% | -5.1
> Cc1ccc(S(=O)(=O)N2CCOCC2)cc1NS(=O)(=O)c1ccc(F)c(F)c1
  ? | /
> CCN(CC)S(=O)(=O)c1cccc(C(=O)NC(C)C(c2cccs2)N2CCCC2)c1 (stereo not given)
  ? | /
> COc1cccc(/C=C/C(=O)OCC(=O)NCc2ccco2)c1OC
  ? | /

The line under a structure holds: Lipid storage S3 | Lipid storage S3 cell count max
> O=C(CCn1nc(-c2ccc(Cl)cc2)ccc1=O)N1CCN(c2ccccn2)CC1
  ? | /
> O=C(c1ccccc1-c1nc(-c2ccccc2Cl)no1)N1CCOCC1
  4.2% | /
> O=C(Cn1c2ccccc2c(=O)c2ccccc21)N/N=C/c1cc([N+](=O)[O-])ccc1N1CCCCC1
  -5.1% | -4.4
> CCCN1CCN(CCCNC(=S)Nc2ccc3nc(N4CCN(CC)CC4)cc(C)c3c2)CC1
  ? | /
> O=C(O)c1cnn(-c2nc(-c3ccc(Br)cc3)cs2)c1C(F)(F)F
  5.9% | 4.5
> NS(=O)(=O)c1ccc(NC(=O)c2cc(-c3ccccc3O)n[nH]2)cc1
  1.0% | -6.4
> COc1ccc(N(Cc2cc3ccccc3[nH]c2=O)S(=O)(=O)c2ccc(C)cc2)cc1
  i | -18.3
> Cc1cc2ncn(/N=C/c3cc(Br)ccc3O)c2cc1C
  9.7% | /
> O=C(Nc1ccccc1N1CCN(c2ccccc2)CC1)c1ccccc1
  6.7% | 2.7
> Cc1cc(C)nc(/N=C2\NC(=O)CC(C(=O)O)N2c2ccc(C)c(C)c2)n1 (stereo not given)
  ? | /
> O=C(NC1CCCC1)c1ccc(Cl)c(S(=O)(=O)N2CCOCC2)c1
  32.2% | -2.1
> Cc1ccc(C)c(N2CCN(C(=O)c3cn(C)c4ccc(S(=O)(=O)N(C)C)cc4c3=O)CC2)c1
  ? | /
> O=C(CCN1Cc2ccccc2C1)c1ccc2c(c1)OCCO2
  ? | /
> Nc1sc2c(c1C(=O)NCCc1ccccc1)CCC2
  -3.8% | -3.6
> CC(NC(=O)Cc1ccc(F)cc1)c1ccccc1 (stereo not given)
  ? | /
